HCV NS3 hel inh: HCV NS3 helicase inhibition; inhibition, % at 10.9 µM; NS3 helicase DNA unwinding, Cy5 molecular beacon fluorescence; 290,000 compounds, 0.56% hits;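 active = inhibition above the mean of all tested compounds plus 3 SD, set per campaign, cut at about 35% in these data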;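 note: 0% = DMSO wells and 100% = thioflavine S control wells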
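assay system = NS3 helicase fragment of HCV | buffer or medium = MOPS pH 6.5, MgCl2, DTT, Tween20, BSA | timing = 60 min unwinding reaction at 25 °C after ATP addition | signal = Cy5 beacon fluorescence read at start and 1 h | read-out basis = % inhibition of unwinding | control set = low DMSO, high thioflavine S at 110 µM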
MEKK2wt PB1 HTS: raises or lowers MEK5 binding to wildtype human MEKK2 PB1 domain. Q9Y2U5. bead flow cytometry, Alexa488-MEK5 binding to MEKK2 WT; actives lie on both sides. binding response (% of control), % at 10 µM. 290,000 compounds, 1.1% hits. AID 1531; in the data active = binding response below about 67% or above about 130%
CRFBP-R2 block: blocks CRF-induced signaling of the CRF-BP/CRF-R2 complex. HEK293 CRF-R2/CRF-BP, CRF-induced calcium fluorescence. inhibition, % at 11.8 µM. 350,000 compounds, 0.59% hits. AID 588475;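 active = inhibition of the ligand-induced calcium signal above about 50% at the single tested concentration, limit read from the data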
FID counter: displaces DNA intercalator in HCV helicase counter-screen; 290,000 compounds, 0.17% hits; AID 1845; inhibition, % at 7.9 µM; DNA fluorescent intercalator displacement, fluorescence; in the data active = inhibition above about 37%;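 note: 0% = vehicle and 100% = reference compound; higher means more ethidium bromide displaced from hairpin DNA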
MEKK3 PB1 HTS: modulators (inhibitors or enhancers) of MEK5 binding to human MEKK3 PB1 domain; Q99759; 290,000 compounds, 1.4% hits; bead-based flow cytometry, Alexa488-MEK5 binding to MEKK3; actives lie on both sides; 0 = blocked by unlabeled MEK5, 100 = vehicle; binding response (% of control), % at 10 µM;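 active = binding response more than 3 SD above or below the average of its plate-row segment, actives on both sides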;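 note: Alexa488 bead fluorescence after subtracting the streptavidin-only scavenger bead signal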
SUMO HTRF inh: inhibitors of human SUMOylation (UBC9). P63279. HTRF SUMOylation assay, SAE1/SAE2 + UBC9, in vitro. inhibition, % at 35 µM. 290,000 compounds, 0.36% hits. AID 2006; in the data active = inhibition above about 50%, passing the limit was not always enough; note: strong numbers were not always called active
Target sequence (P63279 whole entry, looked up): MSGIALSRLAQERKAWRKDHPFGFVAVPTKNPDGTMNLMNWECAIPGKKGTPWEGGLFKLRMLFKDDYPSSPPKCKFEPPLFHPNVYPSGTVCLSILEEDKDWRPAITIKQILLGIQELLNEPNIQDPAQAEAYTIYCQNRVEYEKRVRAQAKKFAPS
GalR3 antag: human GalR3 antagonism | O60755 | HEK293 GalR3-CNG cAMP membrane potential fluorescence; galR3 body fused to GalR1 C-terminus | inhibition, % at 3 µM | 360,000 compounds, 0.44% hits;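 active = inhibition above the screen-wide average plus 3 SD, cut at about 13% in these data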;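 note: forskolin and galanin both at EC90 stimulate the cells; cAMP rise reported by CNG channel membrane potential dye signal; 0% = forskolin plus galanin with DMSO and 100% = forskolin alone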
Target sequence (O60755 1-299 limits assumed): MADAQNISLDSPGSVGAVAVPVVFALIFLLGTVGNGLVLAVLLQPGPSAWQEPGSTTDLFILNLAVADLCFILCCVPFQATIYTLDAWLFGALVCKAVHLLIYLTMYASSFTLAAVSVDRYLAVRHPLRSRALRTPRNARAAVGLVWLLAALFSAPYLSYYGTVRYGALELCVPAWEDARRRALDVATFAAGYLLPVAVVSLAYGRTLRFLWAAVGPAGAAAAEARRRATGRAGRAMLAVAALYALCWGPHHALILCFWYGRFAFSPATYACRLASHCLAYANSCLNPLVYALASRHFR
MEKK2mut PB1 HTS: signal of MEK5 binding to mutant human MEKK2 PB1 domain | 290,000 compounds, 0.35% hits | percent response, % at 10 µM | bead flow cytometry, Alexa488-MEK5 binding to MEKK2 mutant; in the data active = percent response above about 24%, passing the limit was not always enough; note: inactives centre near 1; some results filed as inactive read as strong as hits
CRFR2-BP ag: CRF-BP/CRF-R2 complex agonism | AID 588473 | HEK293 CRF-R2/CRF-BP, calcium dye fluorescence (FLIPR); percent of saturating CRF peptide response | activation, % at 13.2 µM | 350,000 compounds, 0.46% hits;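 active = activation of at least 50%, plus an integration ratio under a set limit after plate pattern correction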;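 note: plate controls were neutral control wells without compound for no effect and CRF at EC100 for full effect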
The depositor's hits bear a star; . = not tested or not shown. An excerpt; the hit share may differ from the screen's.

SMILES	HCV NS3 hel inh	MEKK2wt PB1 HTS	CRFBP-R2 block	FID counter	MEKK3 PB1 HTS	SUMO HTRF inh	GalR3 antag	MEKK2mut PB1 HTS	CRFR2-BP ag
CC(OC(=O)c1cccc(Cl)c1)C(=O)NC1CCCCC1C (centres undefined)	1	106	5	-22	102	-9	0	5	-0.1
CC1=C(C(=O)Nc2ccc(Cl)cc2)C(c2cccs2)n2nnnc2N1 (centres undefined)	-2	103	-20	3	102	-3	-5	-2	-2.3
Cc1ccc(C)c(C(=O)CSc2nc3ccccc3c(=O)[nH]2)c1	-6	79	-2	-4	88	13	-5	-13	0.8
COC(=O)c1cc(S(=O)(=O)N2CCN(c3cccc(C)c3)C(C)C2)c[nH]1 (centres undefined)	-5	102	-3	-23	101	-8	-6	5	0.6
O=C(COC(=O)c1c(F)cccc1F)Nc1ccc2[nH]c(=O)[nH]c2c1	-7	92	22	-2	95	3	0	-7	-1.1
CN(C)C(=O)CSc1nc2ccc(C(=O)c3ccccc3)cc2[nH]1	-4	113	6	-16	105	6	-5	2	-0.5
COc1ccc(C2SCCN2S(=O)(=O)c2ccc(NC(C)=O)cc2)cc1 (centres undefined)	-8	99	13	-13	102	-7	9	1	-0.1
COc1cccc(C2C(C(=O)c3ccc(C)o3)=C(O)C(=O)N2CCN2CCOCC2)c1 (centres undefined)	1	99	2	-36	99	6	-2	0	1.0
CCN1C(=O)C(c2ccc(O)cc2)(c2ccc(O)cc2)c2ccccc21	-7	109	5	-17	118	31	0	-1	1.0
Cc1cc(NC(=O)COc2ccc(C(C)(C)C)cc2)no1	-5	104	-8	-21	104	-9	-8	0	-0.9
Cc1c(C(=O)N(C)Cc2cccc(F)c2)oc2c(Cl)cccc12	1	101	-4	-28	104	2	-8	10	0.9
COc1ccc(OCC(=O)Nc2ccccc2C(=O)N2CCOCC2)cc1	5	102	4	-4	101	16	-3	4	0.1
CN(C)c1ccc(N/C=C/C(=O)c2ccccc2)cc1	32	102	16	-22	100	8	-7	2	7.1
CCc1nnc(NC(=O)CSc2nc3[nH]ncc3c(=O)[nH]2)s1	16	103	-4	1	102	6	-3	5	-2.1
CCCc1cc(=O)oc2c(C)c(OCC(=O)Nc3ccccn3)ccc12	-4	103	-9	-23	98	7	1	-2	2.6
COc1ccc2nc(C)cc(SCC(=O)N/N=C/c3c(OC)ccc4ccccc34)c2c1	-32	98	33	-2	103	-3	-5	-1	1.2
COc1ccccc1CN1CCN(Cc2ccco2)CC1	21	92	17	11	94	9	-5	-2	-0.6
O=C(NNC(=O)C1CCC1)c1ccc(Cl)cc1	7	99	-1	-1	97	8	-2	3	-0.8
O=C(C1CCN(Cc2ccc(Cl)cc2)CC1)N1CCN(C(c2ccccc2)c2ccccc2)CC1	-63	145*	-14	7	106	-11	-3	49	-0.1
CC1CCN(S(=O)(=O)c2nnc(NC(=O)c3cccc([N+](=O)[O-])c3)s2)CC1	-21	100	35	-30	99	23	.	0	12

2 entries from above in a different format.
canonical_smiles: O=C(NNC(=O)C1CCC1)c1ccc(Cl)cc1
  HCV NS3 hel inh = 7; MEKK2wt PB1 HTS = 99; CRFBP-R2 block = -1; FID counter = -1; MEKK3 PB1 HTS = 97; SUMO HTRF inh = 8; GalR3 antag = -2; MEKK2mut PB1 HTS = 3; CRFR2-BP ag = -0.8

canonical_smiles: CN(C)c1ccc(N/C=C/C(=O)c2ccccc2)cc1
  HCV NS3 hel inh = 32; MEKK2wt PB1 HTS = 102; CRFBP-R2 block = 16; FID counter = -22; MEKK3 PB1 HTS = 100; SUMO HTRF inh = 8; GalR3 antag = -7; MEKK2mut PB1 HTS = 2; CRFR2-BP ag = 7.1

Later entries
SMILES	HCV NS3 hel inh	MEKK2wt PB1 HTS	CRFBP-R2 block	FID counter	MEKK3 PB1 HTS	SUMO HTRF inh	GalR3 antag	MEKK2mut PB1 HTS	CRFR2-BP ag
CCOC(=O)Cc1csc(NC(=O)/C=C/c2ccc(OC)cc2)n1	-2	105	-6	-15	104	-2	-6	8	-1.3
Cc1ccc(NC2c3ncccc3C(=O)N2c2ccccc2C)cc1C (centres undefined)	-2	106	-6	-1	102	30	-6	9	2.2
Cc1cc(C)c(C#N)c(SCc2ccccc2)n1	-5	91	21	-3	80	-1	-4	-4	9.5
O=C(c1ccccc1)c1cc2cc(Cl)ccc2[nH]1	-15	107	-20	-8	108	8	-9	9	1.4
Nc1ccc2c(c1)Oc1ccccc1C=C2	-10	84	-12	0	81	5	-1	-14	3.4
O=C(O)CCC(=O)NN1C(=O)c2ccccc2NC1c1ccco1 (centres undefined)	-3	102	12	-5	100	5	1	5	-2.2
Cn1c(=O)[nH]c(=O)c2c1nc(N1CCCC1)n2CCO	4	104	12	-5	97	10	-3	9	-2.7
Cc1nn(C(=O)CNS(=O)(=O)c2ccccc2)c(C)c1Sc1ccc(Cl)cc1	0	108	4	-1	107	8	1	-1	1.1
COc1cc(/C=N/O)ccc1OCc1ccccc1Cl	-9	105	-44	-13	104	8	-8	3	-0.1
COc1ccc2[nH]c(=O)c(COC(=O)c3cccs3)cc2c1	14	90	-26	-7	93	-2	-6	-3	-1.0
COc1ccc(NC(=O)Cn2nnc(C(=O)NCc3ccccc3)c2N)cc1Cl	-2	107	1	-2	107	11	-3	14	-0.1
COc1cc2c(cc1OC)CN(c1nc(-c3cccnc3)nc3ccccc13)CC2	-13	107	-8	-13	103	-12	5	-1	1.8
CCn1c(SCC(=O)OC)nnc1C1CCCCC1	9	96	9	-2	85	10	0	-4	0.3
CC(=O)C1=C(C)NC(SCC(=O)c2ccc(-c3ccccc3)cc2)=C(C#N)C1c1cccnc1 (centres undefined)	-14	100	.	-14	105	-80	.	5	.
O=C(N/N=C/C=C/c1ccccc1[N+](=O)[O-])c1ccncc1	8	103	-7	-3	99	11	-1	7	-0.8
O=c1[nH]nc(-c2ccc(NCCO)c([N+](=O)[O-])c2)c2ccccc12	15	112	-16	-7	109	0	-5	14	-5.5
O=C(NC1CCCCC1)c1ccccc1NC(=S)NC(=O)C1CCC1	-1	97	14	-8	98	-4	0	-2	-0.4
COc1cc(C(C)=O)ccc1OCc1nnc(-c2ccccc2Br)o1	-5	107	-5	-35	104	-1	-9	-1	0.5
O=C(CC(c1ccccc1)c1cc(Br)ccc1O)N1CCCC1 (centres undefined)	4	101	6	-34	101	-9	-4	-4	0.0
CC(SCC(=O)Nc1ccc(F)cc1)c1nc2ccccc2c(=O)[nH]1 (centres undefined)	3	106	-4	-9	103	14	-3	12	0.8
CC(C)C(=O)Nc1cccc(C(=O)Nc2ccccc2C(=O)O)c1	-6	100	22	-9	102	7	0	0	-0.4
O=C(NCC1CCCO1)C(Cc1ccccc1)N1C(=O)C2C3C=CC(C4CC34)C2C1=O (centres undefined)	-11	98	-8	-14	98	19	-5	-3	-3.8
Cc1nnc(SCCC(=O)Nc2ccc(F)cc2)s1	5	97	3	0	96	16	-3	1	4.0
CN(/N=C/c1cccc(Br)c1)C1=NS(=O)(=O)c2ccccc21	-11	102	-12	-24	104	9	-9	1	0.6
CN(C)CCCN(C(=O)CCSc1ccccc1)c1nc2cc3c(cc2s1)OCO3	-74	153*	-9	11	110	10	-5	12	4.7
NC(=O)c1oc2ccccc2c1NC(=O)Cc1ccccc1	1	106	8	-10	102	6	-13	1	1.6
O=C(Cc1ccccc1)NC(=S)Nc1ccc(OC(F)F)cc1	6	100	-7	-8	100	0	-9	3	-0.5
Nc1c(C(=O)Nc2cccc(F)c2)nnn1-c1ccc2c(c1)OCCO2	7	96	-19	-3	100	5	-10	-2	1.9
N#Cc1ccc(-c2ccc(F)cc2)nc1Oc1ccc(F)cc1	-4	99	-5	0	106	3	-2	0	9.5
CC(=O)Nc1ccc(NC(=O)c2ccccc2S(=O)(=O)c2ccc([N+](=O)[O-])cc2)cc1	4	99	13	2	106	12	-3	-7	0.8
CCOC(=O)c1ccccc1NC(=O)CSc1ncc(C(=O)OCC)c(N)n1	0	100	2	2	102	-2	-6	4	0.1
CCOC(=O)c1ccc(N2CCOCC2)c(NC(=O)c2c(-c3ccccc3)noc2C)c1	-6	86	7	-43	88	-9	-6	-23	2.4
COc1ccc(NC(=O)c2cccs2)c([N+](=O)[O-])c1	5	97	1	7	99	7	-3	3	0.3
O=C(CSc1nnc(-c2ccc3c(c2)OCO3)o1)Nc1ncc(Cl)cc1Cl	2	110	6	-4	107	2	-4	17	-0.8
CNC(=O)C1C2C=CC3(O2)C1C(=O)N(C1CC1)C3C(=O)NCc1ccc(OC)cc1 (centres undefined)	-3	104	-3	1	103	-5	0	2	-1.2
COc1ccccc1-c1nc(SCC(=O)Nc2cc(C)on2)c2c(=O)n(C)c(=O)n(C)c2n1	-2	105	10	-3	101	14	1	8	0.1
CC(C)Oc1ccc(/C=N/NC(=O)c2nnn(-c3nonc3N)c2CN(C)C2CCCCC2)cc1	10	103	0	-3	103	-11	-2	-2	0.5
CC(C)(C)c1ccc(-c2nc(O)c(CC(=O)O)s2)cc1	8	99	.	1	99	8	.	4	.
C/C(=N\NC(=O)c1nn(C)c(C)c1Br)c1ccc(NC(=O)c2ccc(C)s2)cc1	-2	94	2	10	100	12	-6	-8	0.7
O=[N+]([O-])c1ccc(N2CCOCC2)cc1NCCCO	0	99	5	5	102	3	0	0	-1.6
CCCCOC(=O)C1CN(c2ccccc2)N=C1C(=O)OCC (centres undefined)	1	104	8	-23	99	30	-9	1	0.5

Gathered by group, the compounds so far with an NH in an aromatic ring (10)
SMILES	HCV NS3 hel inh	MEKK2wt PB1 HTS	CRFBP-R2 block	FID counter	MEKK3 PB1 HTS	SUMO HTRF inh	GalR3 antag	MEKK2mut PB1 HTS	CRFR2-BP ag
Cc1ccc(C)c(C(=O)CSc2nc3ccccc3c(=O)[nH]2)c1	-6	79	-2	-4	88	13	-5	-13	0.8
COC(=O)c1cc(S(=O)(=O)N2CCN(c3cccc(C)c3)C(C)C2)c[nH]1 (centres undefined)	-5	102	-3	-23	101	-8	-6	5	0.6
O=C(COC(=O)c1c(F)cccc1F)Nc1ccc2[nH]c(=O)[nH]c2c1	-7	92	22	-2	95	3	0	-7	-1.1
CN(C)C(=O)CSc1nc2ccc(C(=O)c3ccccc3)cc2[nH]1	-4	113	6	-16	105	6	-5	2	-0.5
CCc1nnc(NC(=O)CSc2nc3[nH]ncc3c(=O)[nH]2)s1	16	103	-4	1	102	6	-3	5	-2.1
O=C(c1ccccc1)c1cc2cc(Cl)ccc2[nH]1	-15	107	-20	-8	108	8	-9	9	1.4
Cn1c(=O)[nH]c(=O)c2c1nc(N1CCCC1)n2CCO	4	104	12	-5	97	10	-3	9	-2.7
COc1ccc2[nH]c(=O)c(COC(=O)c3cccs3)cc2c1	14	90	-26	-7	93	-2	-6	-3	-1.0
O=c1[nH]nc(-c2ccc(NCCO)c([N+](=O)[O-])c2)c2ccccc12	15	112	-16	-7	109	0	-5	14	-5.5
CC(SCC(=O)Nc1ccc(F)cc1)c1nc2ccccc2c(=O)[nH]1 (centres undefined)	3	106	-4	-9	103	14	-3	12	0.8

Screening results (PubChem BioAssay)
